From PubChem
KCNQ1 block: human KCNQ1 channel inhibition | CHO-K1 KCNQ1, FluxOR thallium flux fluorescence; stronger effect = higher value | B-score at 10 µM | actives 1.3% (n = 310,000) | AID 2642;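 active = compounds whose thallium flux B-score, printed positive for inhibition, exceeds three library SD while starting fluorescence stays within three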;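 also: channel opened by potassium depolarization with thallium stimulus after 20 min compound exposure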
KCNK3 inh: human KCNK3 channel inhibition, primary screen. O14649. CHO-KCNK3 thallium flux, FluxOR fluorescence; stronger effect = lower value. B-score at 10 µM. actives 0.84% (n = 340,000);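 active = B-score under library mean minus 4 SD, starting fluorescence ratio at most library mean plus 5 SD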;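 also: more negative B-score means stronger inhibition of thallium flux through KCNK3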
KCNQ1 act: human KCNQ1 channel potentiation or activation; P51787; CHO-K1 KCNQ1, thallium flux FluxOR fluorescence; stronger effect = higher value; B-score at 10 µM; actives 0.35% (n = 310,000); AID 2648;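 active = fluorescence ratio B-score, a plate-corrected score, at least three library SD, with initial intensity B-score within 5 SD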
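System: Stable KCNQ1 CHO-K1 line | Incubation: 90 min dye loading and 20 min compound exposure, both at room temperature | Measure: Ratio B score | Medium: Assay buffer for compound exposure, DMSO matched across wells | Compound dosing: Single-concentration screen | Probe or stimulus: K+/Tl+ depolarizing stimulus | Measured by: Kinetic FluxOR fluorescence, 10 s baseline plus 110 s post-stimulus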
MrgX1 PAM: human MrgX1 positive allosteric modulation, primary screen. MrgX1-HEK293, Fluo-4 calcium flux, FDSS; stronger effect = higher value. Q96LB2. actives 0.63% (n = 310,000). B-score at 10 µM;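 active = plate-corrected calcium response at least 3 library SD above typical, normal starting fluorescence, not activating the receptor alone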;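 also: compound read alongside a low EC10 to EC30 dose of BAM8-22 agonist; peak minus trough fluorescence over baseline measured at the second addition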
hERG protect: shields human hERG channel from block by proarrhythmic agents. Q12809. CHO-hERG, FluxOR thallium flux, dofetilide IC70 present. activation (rescue from dofetilide block), less the hit threshold, % at 10 µM. actives 0.51% (n = 310,000);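 active = activation above the mean of controls blocked by dofetilide plus 5 SD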;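 also: thallium influx through hERG after potassium depolarization seen as dye fluorescence rise; in these data hits start at about 4.7%; inactives centre near -7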
TMEM16A inh: blocks the mouse calcium-activated chloride channel TMEM16A. Q8BHY3. HEK293 TMEM16A/YFP iodide influx fluorescence, ionomycin. normalized B-score (activity score, 25-100; higher = stronger inhibition) at 10 µM. actives 1.2% (n = 310,000). AID 588511;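 active = ratio plate-corrected score three or more library SD toward inhibition, starting fluorescence score within five deviations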;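 also: score derived from kinetic fluorescence span divided by baseline fluorescence per well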
Target sequence (Q8BHY3 whole entry, looked up): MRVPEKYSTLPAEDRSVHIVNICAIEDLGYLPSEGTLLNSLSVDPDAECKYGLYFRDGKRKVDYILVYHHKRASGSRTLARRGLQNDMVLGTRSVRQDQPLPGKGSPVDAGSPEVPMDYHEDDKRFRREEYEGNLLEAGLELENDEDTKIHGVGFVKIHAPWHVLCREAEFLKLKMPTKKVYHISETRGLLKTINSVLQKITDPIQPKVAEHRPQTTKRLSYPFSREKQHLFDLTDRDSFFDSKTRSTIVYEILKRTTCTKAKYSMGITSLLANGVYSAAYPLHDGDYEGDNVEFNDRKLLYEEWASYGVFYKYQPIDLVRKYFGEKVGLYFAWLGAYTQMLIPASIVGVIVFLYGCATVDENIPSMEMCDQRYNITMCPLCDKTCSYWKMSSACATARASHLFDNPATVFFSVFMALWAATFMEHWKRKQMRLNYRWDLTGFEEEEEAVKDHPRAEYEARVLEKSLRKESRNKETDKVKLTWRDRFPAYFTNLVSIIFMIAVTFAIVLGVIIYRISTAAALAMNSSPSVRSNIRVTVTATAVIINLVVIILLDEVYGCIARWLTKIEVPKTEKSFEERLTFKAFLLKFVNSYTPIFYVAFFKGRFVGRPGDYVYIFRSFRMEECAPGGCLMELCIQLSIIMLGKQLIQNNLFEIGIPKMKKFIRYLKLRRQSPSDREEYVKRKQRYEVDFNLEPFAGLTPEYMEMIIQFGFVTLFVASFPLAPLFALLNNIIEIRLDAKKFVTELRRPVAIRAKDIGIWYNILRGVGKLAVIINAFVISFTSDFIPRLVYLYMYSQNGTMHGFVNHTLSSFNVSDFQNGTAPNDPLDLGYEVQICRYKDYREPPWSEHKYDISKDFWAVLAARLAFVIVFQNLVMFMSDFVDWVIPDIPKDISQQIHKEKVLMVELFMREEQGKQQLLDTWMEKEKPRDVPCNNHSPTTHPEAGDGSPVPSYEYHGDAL
RGS4 inh: inhibitors of human RGS4; HEK293 M3R/RGS4 inducible, Fluo-4 calcium flux; stronger effect = higher value; triggered by carbachol at its EC20; B-score at 10 µM; actives 0.45% (n = 310,000); P49798; AID 463165;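 active = B-score, a plate-corrected calcium signal, over three deviations above library mean, with baseline fluorescence within five deviations of library mean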;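 also: RGS4 expression induced by doxycycline in cells with stable M3 receptor; B-score is computed from the integrated fluorescence ratio over baseline after carbachol; higher B-score means a larger calcium signal and so more RGS4 inhibition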
KCNK9 inh: human KCNK9 channel inhibition | B-score at 10 µM | HEK293 KCNK9, FluxOR thallium flux fluorescence; stronger effect = lower value | actives 1.2% (n = 310,000);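 active = ratio B-score over 3 SD below the library mean, with starting fluorescence within 5 SD of its mean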;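 also: negative B-score means less thallium flux so channel inhibition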
ANO1 activ: mouse TMEM16A channel activation, primary screen; Q8BHY3; HEK293 TMEM16A/YFP-H148Q/I152L, iodide quench fluorescence; stronger effect = lower value; B-score at 10 µM; actives 0.3% (n = 340,000);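 active = fluorescence-ratio B-score plate-corrected deviation score at least 3 library SD below zero, with starting fluorescence score within 5 deviations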;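 also: channel opened by trigger with iodide after compound preincubation; score built on the fluorescence ratio of max minus min over baseline; more negative score means more quench and so TMEM16A activation or potentiation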
RGS4 pot: RGS4 potentiation or activation; HEK293 M3R/inducible RGS4, carbachol calcium flux Fluo4; stronger effect = lower value; actives 0.92% (n = 310,000); B-score at 10 µM;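 active = B-score of the integrated calcium signal more than 4 SD below the library mean, with starting fluorescence not abnormally high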;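 also: negative B-score means reduced calcium response which marks RGS4 activation or potentiation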
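Test system: HEK293 cells with stable M3R and inducible RGS4; also added: carbachol at ECmax as muscarinic agonist stimulus; schedule: dye loading 30 min 37 °C, buffer rest 30 min RT; technique: kinetic calcium fluorescence imaging with Fluo4-AM dye, 2 µM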
MrgX1 agonist: agonists of human MrgX1 receptor; Q96LB2; MrgX1-HEK293 cells, Fluo-4 calcium fluorescence, agonist mode; stronger effect = higher value; B-score at 10 µM; actives 0.44% (n = 310,000);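 active = calcium response B-score plate-corrected fluorescence ratio at least 3 library SD, with starting fluorescence B-score inside 5 SD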
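Material: MrgX1-expressing HEK293 cells; input: 15,000 cells per well; doses: test compound given as first of three sequential additions; schedule: overnight plating before 1 h dye loading; technique: Fluo-4 NW calcium-flux fluorescence, kinetic read; evaluation: baseline-normalised fluorescence change ratio, B-scored; control set: plate-wise positive and negative controls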
The depositor's hits bear a star; i = inactive; · = not tested or not shown.

#	structure	KCNQ1 block	KCNK3 inh	KCNQ1 act	MrgX1 PAM	hERG protect	TMEM16A inh	RGS4 inh	KCNK9 inh	ANO1 activ	RGS4 pot	MrgX1 agonist
1	CCOc1cc(C(=O)OCC(=O)c2c[nH]c3ccccc23)ccc1OCC(=O)N1CCOCC1	i	i	i	i	-4.8	i	i	i	·	i	i
2	CCOc1ccc(-c2c(=O)n(OCc3ccccn3)c3ccccc3[n+]2[O-])cc1	i	i	i	i	-8.6	25*	i	i	i	i	i
3	CCNC(=S)N/N=C(\C)c1ccc(N2CCOCC2)cc1	i	i	i	i	-3.6	i	i	i	i	i	i
4	O=C(c1cccnc1)N1CCc2ccccc2C1	i	i	i	i	-8.0	i	i	i	i	i	i
5	Cc1nn(C2CCS(=O)(=O)C2)c(Cl)c1/C=C/C(=O)OCC(=O)Nc1ccc2c(c1)OCO2 (configuration not stated)	i	i	i	i	-3.6	i	i	i	i	i	i
6	CSc1nc(NCCCO)c2c3c(sc2n1)CN(C)CC3	i	i	i	i	-11.0	i	i	i	i	-7.75*	i
7	CCOc1ccc2[nH]c(=O)c(=O)[nH]c2c1	·	i	·	i	·	i	·	·	i	·	i
8	Nc1ccc(CCc2nc3ccccc3o2)cc1	i	i	i	i	-0.6	i	i	i	i	i	i
9	CN1C(=O)c2cccc3c(S(=O)(=O)Nc4ccccn4)ccc1c23	i	i	i	i	-6.8	i	i	i	i	i	i
10	COC(=O)c1cc(C)nc(Sc2ccccc2NC(C)=O)n1	i	i	i	i	-5.0	i	i	i	i	i	i
11	CCn1cc(CN2CCC(C(=O)Nc3cccc(-c4cccc(OC)c4)c3)CC2)cn1	i	i	i	i	-2.6	i	i	i	i	i	i
12	Cc1cc(C)c(S(=O)(=O)N2CCN(c3ccc([N+](=O)[O-])c(NCc4ccco4)c3)CC2)c(C)c1	i	i	i	i	4.7*	i	i	i	i	i	i
13	CC(=O)c1ccc(Sc2ccccc2)c([N+](=O)[O-])c1	i	i	i	i	-9.7	i	i	i	i	i	i
14	CC(C)(C)c1ccc(OCCC(=O)Nc2ccc(N3CCOCC3)cc2N2CCOCC2)cc1	i	i	i	i	-7.8	i	i	i	i	i	i
15	O=C1NC2(C=Cc3c(ccc4ccccc34)O2)Oc2ccccc21 (configuration not stated)	i	i	i	i	-12.2	i	i	i	i	i	i
16	COc1cccc(/C=C/C(=O)OCC(=O)Nc2cccc(S(=O)(=O)N3CCOCC3)c2)c1OC	i	i	i	i	-10.3	i	i	i	i	i	i
17	COCCCN(C(=O)c1ccccc1F)c1nc(-c2ccc(OC)cc2)cs1	i	i	i	i	-11.7	i	i	i	i	i	i
18	CCOC(=O)c1sc2ncnc(NCC(c3cccs3)N(C)C)c2c1C (configuration not stated)	i	i	55*	i	20.3*	i	i	i	i	i	i
19	CCN1C/C(=C/c2ccc(N3CCOCC3)cc2)C(=O)/C(=C/c2ccc(N3CCOCC3)cc2)C1	i	i	i	i	-20.4	i	i	i	i	i	i
20	CC(C)(C)NC(=O)C(OC(=O)c1cccs1)c1ccccc1 (configuration not stated)	i	i	i	i	-20.0	i	i	i	i	i	i
21	O=C(Nc1ccc2c(c1)OCO2)c1ccc2c(c1)S(=O)(=O)c1ccccc1C2=O	i	i	i	i	-7.1	i	i	i	i	i	i
22	CC(=O)C1C(c2ccc(Cl)cc2)c2c(noc2C)CC1(C)O (configuration not stated)	i	i	i	i	-7.2	i	i	i	i	i	i
23	CN(C)CCCN(C(=O)c1ccco1)c1nc2cc3c(cc2s1)OCO3	i	i	i	i	-13.9	i	i	i	i	i	i
24	C/C=C/C(=O)Nc1cccc(C2=NOC3(C2)C[C@H](C(N)=O)N(C(=O)c2ccccc2C(=O)c2ccccc2)C3)c1 (some centres not stated)	i	·	i	·	-6.6	·	i	i	·	i	·
25	CC1(C)C(=O)Nc2ccccc2N1C(=O)COC(=O)CCSc1ccccc1	i	i	i	i	-3.5	i	i	i	i	i	i
26	COc1ccc(OCC(=O)Nc2cc(-c3nn(C)c(=O)c4ccccc34)ccc2OC)cc1	i	i	i	i	-16.8	i	i	i	i	i	i
27	Cc1csc(SCC(=O)NC(=O)NCCC(C)C)n1	i	i	i	i	-6.4	i	i	i	i	i	i
28	CSc1ncc(Cl)c(C(=O)NCc2ccc3c(c2)OCO3)n1	i	i	i	i	-10.3	i	i	i	i	i	i
29	CN(C)S(=O)(=O)N(CC(=O)Nc1ccc2ccccc2c1)c1ccccc1	i	i	i	i	-13.7	i	i	i	i	i	i
30	COc1ccc(S(=O)(=O)NCc2cc(=O)n(C)c(=O)n2C)cc1F	i	i	i	i	-5.2	i	i	i	i	i	i
31	Nc1nc(SCC(=O)Nc2ccc([N+](=O)[O-])cc2)[nH]c(=O)c1NC(=O)c1ccc(Br)o1	i	i	i	i	0.0	i	i	i	i	i	i
32	COc1cc(OC)c(OC)cc1/C=N/NC(=O)CSc1ccccc1F	i	i	i	i	0.4	i	i	i	i	i	i
33	O=C(CS(=O)(=O)c1ccc(Cl)cc1)Nc1nnc(-c2cccs2)o1	i	i	i	i	-5.4	i	i	i	i	i	i
34	COC(=O)c1ccc(S(=O)(=O)N(Cc2ccccc2)Cc2ccccc2)n1C	i	i	i	i	-10.3	i	i	i	i	i	i
35	COc1cccc(NC(=S)N(CCCN2CCC(C)CC2)Cc2cccs2)c1	i	i	i	i	-8.6	i	i	i	i	i	i
36	CN(CC(=O)Nc1c(Cl)cccc1Cl)C(=O)c1cc(S(=O)(=O)N(C)C)ccc1N1CCCC1	i	i	i	i	-15.2	i	i	i	i	i	i
37	CCOC(=O)N1CCN(C(=O)C(C)NC(=O)c2ccco2)CC1 (configuration not stated)	i	i	i	i	-3.0	i	i	i	i	i	i
38	O=C(CSC1=NCCN1)NC12CC3CC(CC(C3)C1)C2	i	i	i	i	-2.0	i	i	i	i	i	i
39	Cn1ccnc1C1CCCCN1C(=O)c1cc(COc2ccc(F)cc2F)on1 (configuration not stated)	i	i	i	i	-9.3	i	i	i	i	i	i
40	C=CCNC(=S)NC1CC(C)(C)NC(C)(C)C1	i	i	i	i	-6.2	i	i	i	i	i	i
41	Cc1cccc(-n2c(O)c(C=Nc3ccccc3)c3ccccc3c2=O)n1	i	i	i	i	-4.6	i	i	i	i	i	i
42	Cc1ccc(CC2C(=O)N(c3cc(Cl)ccn3)C(=O)C2C)cc1 (configuration not stated)	i	i	i	i	-3.7	i	i	i	i	i	i
43	CCC(CC)C(=O)Nc1c2c(nn1-c1ccc(C)cc1)CS(=O)(=O)C2	i	i	i	i	1.7	i	i	i	i	i	i
44	OCCC1CN(CCCc2ccccc2)CCN1CCc1ccccc1 (configuration not stated)	i	i	i	i	-7.7	i	i	i	i	i	i
45	O=C(NCC1CCCO1)c1nc2c(nnn2Cc2ccc(F)cc2)c(=O)[nH]1 (configuration not stated)	i	i	i	i	-9.7	i	i	i	i	i	i
46	O=c1cccc(-c2ccc(Br)cc2)o1	i	i	i	i	-0.6	i	i	i	i	i	i
47	CCc1ccc(-n2c(=O)c3c(C)c(C)sc3n(CC(=O)NCC3CCCO3)c2=O)cc1 (configuration not stated)	i	i	i	i	-7.9	i	i	i	i	i	i
48	COc1ccc(OCCCC(=O)Nc2cccnc2)cc1	i	i	i	i	-5.2	i	i	i	i	i	i
49	O=C(OC1CCCCC1=O)c1cc(Cl)ccc1[N+](=O)[O-] (configuration not stated)	i	i	i	i	-5.4	i	i	i	i	i	i
50	CC1(C)CC(=O)C(C=Nc2ccc3[nH]ncc3c2)=C(O)C1	i	i	i	i	-0.2	i	i	i	i	i	i
51	O=C(/C=C/c1ccco1)N(c1ccccn1)c1ccccn1	i	i	i	i	-25.8	i	i	i	i	i	i
52	Cc1ccc(C(=O)N/C(=C\c2cccs2)C(=O)N2CCOCC2)cc1C	i	i	i	i	-10.1	i	i	i	i	i	i
53	Cc1ccc2c(c1)N(CC(=O)NCCCN1CCOCC1)C(=O)c1cccnc1O2	i	i	i	i	-5.2	i	i	i	i	i	i
54	Cc1c(NC(=O)c2c(N)n(-c3ccccc3)c3nc4ccccc4nc23)c(=O)n(-c2ccccc2)n1C	i	·	i	i	-11.5	i	i	i	·	i	i
55	Cc1nc(N2CCN(C(=O)c3ccco3)CC2)c(C#N)c2c1CCCC2	i	i	i	i	-3.6	i	i	i	i	i	i
56	CCn1c(CNC(=O)c2ccco2)nnc1SCC(=O)Nc1cc(F)ccc1C	i	i	i	i	-4.1	i	i	i	i	i	i
57	COc1cccc(N2CCN(C(=O)C3CCN(S(=O)(=O)c4ccc5c(c4)oc(=O)n5C)CC3)CC2)c1	i	i	i	i	-12.5	i	i	i	i	i	i
58	Cc1cccc([C@@H]2[C@@H]3C(=O)N(Cc4ccccc4)C(=O)[C@@H]3[C@]3(Cc4ccc(Cl)cc4)C(=O)N(c4ccc(Br)cc4)C(=O)N23)c1	i	i	i	i	-6.4	i	i	i	i	i	i
59	COC(=O)CCCC1=CC2=CC(=O)C(C)(OC(=O)c3cccs3)C(=O)C2=CN1CC1CC1 (configuration not stated)	i	i	i	i	-5.0	i	i	i	i	i	i
60	CC(C)C[C@H](NC(=O)Nc1cccc(C(F)(F)F)c1)C(=O)O	i	i	i	i	-0.7	i	i	i	i	i	i
61	O=C(Cc1ccccc1)N/N=C/c1ccccc1OCc1ccc(Cl)cc1	i	i	i	i	-6.0	i	i	i	i	i	i
62	C=CCNC(=O)CN1CCC(c2nc3ccccc3[nH]2)CC1	i	i	i	i	-2.0	i	i	i	i	i	i
63	O=C(O)c1cccc(NS(=O)(=O)c2ccc(NC(=O)c3ccco3)cc2)c1	i	i	i	i	-5.6	i	i	i	i	i	i

Rows were taken by chance; 6.3% or so of the library scored in one or more.
